PTHR1 agonist: PTHR1 (human) receptor agonism. HEK293 GP2 PTHR1 cells, GloSensor cAMP luminescence, 1 h. Potency, µM (titrated, usually from 115 µM), for inactives: at the top dose activation, hits mostly activators. hit rate 0.075% among 410,000; further: potency means the concentration at half of the fitted maximal effect; nearly all actives have a fitted effect of over 55% in size; some results filed as inactive show a strong effect at the top dose; inactives centre near -15; many of its hits are not listed in these tables
Target sequence (Q03431 whole entry, looked up): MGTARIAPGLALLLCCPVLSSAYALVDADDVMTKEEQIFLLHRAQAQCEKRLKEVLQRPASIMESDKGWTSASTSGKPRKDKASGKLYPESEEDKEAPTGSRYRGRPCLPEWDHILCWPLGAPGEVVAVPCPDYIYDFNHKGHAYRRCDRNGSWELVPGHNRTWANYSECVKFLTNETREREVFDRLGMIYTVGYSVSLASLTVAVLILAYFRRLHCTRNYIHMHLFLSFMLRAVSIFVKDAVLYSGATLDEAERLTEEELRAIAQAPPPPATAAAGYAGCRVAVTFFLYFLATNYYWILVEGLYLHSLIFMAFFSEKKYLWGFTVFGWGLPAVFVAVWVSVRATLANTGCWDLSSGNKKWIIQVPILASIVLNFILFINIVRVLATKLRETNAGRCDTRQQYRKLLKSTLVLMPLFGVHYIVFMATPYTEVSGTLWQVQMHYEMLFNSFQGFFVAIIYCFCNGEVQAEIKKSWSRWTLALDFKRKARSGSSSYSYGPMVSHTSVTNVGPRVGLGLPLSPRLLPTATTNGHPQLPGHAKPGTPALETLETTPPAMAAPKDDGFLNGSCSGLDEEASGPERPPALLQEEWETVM
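HEK-293-derived GP2 cells expressing PTHR1 and a GloSensor cAMP reporter, 3,000/well, plated overnight, given luciferin plus IBMX (each 0.5 mM as added) for 1 h at 37 °C, then compound for 1 h at 37 °C. Luminescence was read after 15 min at room temperature.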
D3 antag: D3 dopamine receptor (human) antagonism. P35462. D3R cells, DiscoveRx beta-arrestin luminescence, antagonist mode; stronger effect = lower value. max response, negative = inhibition, %. hit rate 2.5% among 360,000. AID 652054; in the data active means max response below about -50%; inconclusive means no clear call, values can overlap the other calls; further: on the % scale 0 is the no-effect control and ±100 the full control effect; mostly tested at two doses, the higher about 12 µM
Target sequence (P35462 whole entry, looked up): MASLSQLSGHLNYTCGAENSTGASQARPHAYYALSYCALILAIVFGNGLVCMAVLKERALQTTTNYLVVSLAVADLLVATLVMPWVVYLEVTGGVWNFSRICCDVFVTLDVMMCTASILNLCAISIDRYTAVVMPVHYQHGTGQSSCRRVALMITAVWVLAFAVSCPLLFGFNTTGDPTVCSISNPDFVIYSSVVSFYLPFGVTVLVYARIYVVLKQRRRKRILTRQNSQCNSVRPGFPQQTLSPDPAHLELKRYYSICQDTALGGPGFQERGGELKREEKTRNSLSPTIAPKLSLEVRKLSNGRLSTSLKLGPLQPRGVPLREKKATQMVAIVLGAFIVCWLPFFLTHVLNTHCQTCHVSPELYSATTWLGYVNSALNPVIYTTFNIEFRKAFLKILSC
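Cells plated overnight at 1500 cells/well, then exposed to library compounds with dopamine controls for 90 minutes at 37 degrees C. DiscoveRx reagent added for 30–60 minutes at room temperature; luminescence read, quantitative HTS format.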
D3 ag: D3 dopamine receptor (human) agonism. hit rate 0.58% among 410,000. max activation, %. AID 652048. D3R DiscoveRx beta-arrestin cells, luminescence, 90 min; in the data active means max activation above about 30%; further: 0% is about no effect; mostly tested at two doses, the higher about 12 µM
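Agonist-mode cell screen: cells plated at 1500/well and incubated overnight at 37 °C, then exposed to library compounds for 90 min at 37 °C. Detection reagent was added for 30–60 min at room temperature, and luminescence was read.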
CCT chaperon mod: changes cytosolic chaperonin activity; purified chaperonin ATPase assay, HTRF ADP detection, 30 min; activity change, % (test concentration not listed), hits read low; hit rate 0.3% among 360,000; in the data active means activity change below about -30%; further: on the % scale 0 is the no-effect control and ±100 the full control effect
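Nucleotide hydrolysis assay: TRiC at 20–40 nM final (set by batch activity) with 10 uM ATP, 30 min at 37 °C, in presence of 76 uM compound. Detection by competitive ADP HTRF, 30 min ambient.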
EPAC2 antag: antagonists of human EPAC2. EPAC2 GEF exchange of Rap1B-BODIPY-GDP, fluorescence. Potency, µM (top dose mostly 114 µM), for the others: at the top dose activity, negative = inhibition, actives largely listed as inhibitors. Q8WZA2. AID 720708. hit rate 0.18% among 360,000; further: potency means the concentration at half of the fitted maximal effect; on the % scale 0 is the no-effect control and ±100 the full control effect; nearly all actives have a fitted effect of over 45% in size; many of its hits are not listed in these tables
EPAC2 agonist: EPAC2 (human) agonism; EPAC2 activation, biochemical qHTS; response scale: 100% = 6.5 mM cAMP response; hit rate 0.079% among 360,000; Q8WZA2; Potency, µM (highest dose often 154 µM), inactives show at the highest dose activation, hits mostly activators; further: potency means the concentration at half of the fitted maximal effect; nearly all actives have a fitted effect of over 50% in size
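Compounds were titrated in qHTS against a Rap1B-BODIPY-GDP (250 nM) complex with EPAC2 (100 nM) and GDP (50 uM). BODIPY-GDP release tracked at 480/540 nm over 30 min at room temperature, normalized to 6.5 mM cAMP.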
MmCpn inh: blocks the Methanococcus maripaludis chaperonin Mm-Cpn; Potency, µM (highest dose often 76.9 µM), inactives show top-dose activity, negative = inhibition, hits mostly inhibitors; purified Mm-Cpn ATPase, ADP Transcreener TR-FRET; hit rate 0.031% among 330,000; further: potency means the concentration at half of the fitted maximal effect; on the % scale 0 is the no-effect control and ±100 the full control effect; nearly all actives have a fitted effect of over 80% in size
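Reaction buffer contained 30 mM Tris pH 7.4, 100 mM KCl, 5 mM MgCl2 and 1 mM DTT. Mm-CPN (25 nM final) hydrolysed 10 uM ATP over 30 min at 37°C; ADP was read by HTRF.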
Akt phos inh: Akt phosphorylation inhibition; hit rate 0.32% among 360,000; activity change, % for hits at 50 µM; Neuro2A IGF-stimulated pAkt S473 HTRF, 20 min; stronger effect = lower value; in the data active means activity change below about -80%; inconclusive means mostly about -51% to -80%; further: on the % scale 0 is the no-effect control and ±100 the full control effect
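Single-point screen (50 µM final compound) in Neuro2A cells stimulated 20 min with 6 nM IGF at 37 deg C. After lysis, Ser473-phosphorylated Akt read by HTRF (ex 330 nm, em 615/665 nm) as the 665/615 ratio.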
* hit, by the source's call; i = inactive; ? = inconclusive; nt = not tested or not shown; [ ] = another dose, or the depositor's remark. Unless noted, the call rests on the fitted dose curve; in most records, active means well fitted curve in the direction sought with a large enough effect; inconclusive means small, poorly fitted or top-dose-only effect, or another doubt; inactive means no such curve, though single readings can be large; an effect the other way counts as inactive or inconclusive. Some of the compounds tested. The share of hits here may be higher or lower than overall.

SMILES	PTHR1 agonist	D3 antag	D3 ag	CCT chaperon mod	EPAC2 antag	EPAC2 agonist	MmCpn inh	Akt phos inh
Cc1ccc(S(=O)(=O)Nc2ccc(F)c(S(=O)(=O)N3CCOCC3)c2)cc1	-9.2%	2.0	2.1	-1.5	-4.3%	7.6%	2.9%	i
Cc1cc(N)ccc1N=Nc1c(C)n(C)n(-c2ccccc2)c1=O	i	-16.8	-20.0	-0.5	-0.2%	6.4%	-3.3%	i
Cc1ccc(NC(=O)c2cnn(C)c2)cc1[N+](=O)[O-]	-27.4%	19.9	7.0	1.1	-2.3%	5.6%	-1.0%	i
COc1ccccc1C(=O)N(Cc1nc(-c2ccc(Cl)cc2)no1)C(C)C	-15.7%	-18.3	5.0	-2.6	-9.9%	14.5%	0.6%	i
COC(=O)C(C)Sc1nc(NCc2ccccc2)nc(N(C)C)n1 (stereo not drawn)	10.2%	5.0	-1.1	0.7	29.0%	6.0%	-0.7%	i
COc1ccccc1-c1nnc(SCC(=O)NC2CC2)n1C	-0.7%	-13.2	-18.4	-1.8	7.9%	13.3%	0.9%	i
O=C(CCc1ccc(O)c(O)c1)N/N=C/c1cc2c(cc1[N+](=O)[O-])OCO2	i	-1.3	21.0	-0.9	-2.6%	2.7%	-0.4%	i
O=C(Nc1nnc([C@H]2C[C@H](O)[C@@H](CO)O2)s1)c1ccc(Oc2ccccc2)cc1	-22.3%	0.0	-9.6	-3.2	1.0%	4.2%	nt	i
CCC(=O)c1ccc(N2CCN(C(=O)COc3ccc(F)cc3)CC2)c(F)c1	-10.1%[57.5 µM]	24.2	1.5	-5.9	14.2%	10.4%	1.5%	i
CC(=O)c1c(C)n(C)c2ccc(OC(=O)c3ccco3)cc12	i	-27.1	-14.1	-1.1	-4.0%	-1.7%	-2.0%	i
O=[N+]([O-])c1ccc(C=Nc2cccc3ccccc23)s1	-19.7%	?	4.0	6.6	1.4%	8.4%	-3.4%	i
Cc1ccc(NC(=O)CC(NCC2CCCO2)C(=O)O)cc1C (stereo not drawn)	-24.0%	12.2	0.5	-0.7	8.3%	3.1%	-5.0%	i
CCc1cccc(CN2CCC(CNC(=O)Nc3ccc(Cl)cc3)CC2)c1	i	3.2	-15.4	2.5	-12.6%	6.6%	4.4%	i
Cc1ccc(-n2nc3c(c2NC(=O)c2ccco2)CS(=O)C3)cc1 (stereo not drawn)	i	-3.3	-9.4	-1.9	5.5%	0.1%	-5.5%	i
CSc1ccccc1NC(=O)C1CCCO1 (stereo not drawn)	15.6%[57.5 µM]	17.7	-19.1	-2.6	-2.5%	-3.2%	1.1%	i
O=C1C=C(Nc2ccc(Cl)cc2)CC(c2ccccc2)C1 (stereo not drawn)	-11.2%	-26.0	-15.7	-0.6	1.2%	6.7%	2.7%	i
O=C(Nc1ccc(Cc2nc3ccccc3s2)cc1)c1ccncc1	-21.6%	8.8	-9.5	-0.8	-18.7%	6.3%	-1.7%	i
COC(=O)c1ccc(NC(=S)NC2CC2)cc1	-32.5%	1.2	-2.0	-2.7	-6.7%	3.0%	-6.1%	i
CC(Oc1cccc(Cl)c1)C(=O)Nc1cc(S(=O)(=O)N2CCOCC2)ccc1N1CCCC1 (stereo not drawn)	i	20.5	5.1	1.1	4.9%	2.7%	0.7%	i
COc1ccc(/C=N/NC(=O)CCn2nc(C)cc2C)cc1	i	3.3	19.1	-1.1	4.8%	3.1%	1.6%	i
Cc1cc(OCC(=O)NC(C)(C)C)ccc1Cl	-1.3%	27.9	3.4	0.2	-12.8%	-16.0%	-0.6%	i
COc1ccc(-c2coc3cc(O)ccc3c2=O)cc1OC	-23.6%	7.2	3.1	0.5	-2.5%	0.4%	-1.0%	i
O=C(COC(=O)c1ccccc1)c1ccc(S(=O)(=O)N2CCCCC2)cc1	-17.8%	-2.0	4.3	0.1	2.6%	8.0%	-1.9%	i
O=C(CNC(=S)N(CCCN1CCOCC1)Cc1cccs1)NC1CC1	i	12.0	-10.3	0.1	-1.2%	7.5%	3.9%	i
Cc1ccc(OCC(=O)NCCC2=CCCCC2)cc1	-23.3%	1.0	-5.9	1.3	-5.9%	-3.5%	-1.0%	i
(further entries)
SMILES	PTHR1 agonist	D3 antag	D3 ag	CCT chaperon mod	EPAC2 antag	EPAC2 agonist	MmCpn inh	Akt phos inh
COCCNC(=O)Cc1c(C)c2cc3c(cc2oc1=O)OC(C)(C)CC3	i	-16.3	6.3	0.8	-0.9%	2.8%	-2.3%	i
CCOc1ccc(S(=O)(=O)NCc2ccc(Cl)cc2)c2cccnc12	-1.2%	3.3	2.5	-1.7	4.9%	-5.1%	-1.9%	i
CCOC(=O)C1CCCN(C(=O)Cc2c(C(=O)O)[nH]c3ccccc23)C1 (stereo not drawn)	i	-24.9	10.5	-0.2	3.0%	0.2%	-1.5%	i
O=C(Nc1nnc(N2CCCCCC2)s1)c1cc(-c2ccc(Br)cc2)on1	-4.3%	-6.9	2.1	0.4	22.9%	-4.3%	-4.5%	i
CC(C)N(C(=O)CSc1nnc(Cc2ccc3c(c2)OCO3)n1C)C(C)C	i	-16.1	-3.0	-2.1	10.3%	3.7%	1.4%	i
CCOc1ccc(NC(=O)CN(C)C(=O)CCc2nc3ccccc3c(=O)[nH]2)cc1OCC	-2.8%	-9.3	0.2	-0.2	-0.3%	11.1%	nt	i
O=C(O)C1CCCCC1C(=O)Nc1ccc(Cl)cc1Cl (stereo not drawn)	-4.7%[57.5 µM]	-12.5	13.4	-1.6	2.8%	6.2%	1.7%	nt
ClCC1CSC(=NC23CC4CC(CC(C4)C2)C3)O1 (stereo not drawn)	25.3%	-4.0	3.1	2.6	-15.0%	2.1%	-7.1%	i
O=C(CN1CCN(c2nc(-c3ccccc3)cs2)CC1)NNC(=O)c1ccc(Br)cc1	-67.6%[inhibitor]	14.2	7.7	3.0	4.7%	1.1%	-1.7%	i
CN(CCc1ccccn1)c1ccc([N+](=O)[O-])cn1	-24.6%	-7.0	8.6	-6.8	1.0%	-1.0%	0.5%	i
O=C(NN1C(=O)C2C3CCC(O3)C2C1=O)c1ccc(Cl)cc1 (stereo not drawn)	i	9.9	-9.1	-1.1	0.5%	5.9%	0.6%	i
Cc1cc(C)c2[nH]c(C(=O)Nc3ccc4c(c3)OCO4)cc2c1	-86.5%[inhibitor]	-11.6	-7.3	-0.2	-5.5%	7.5%	-3.3%	i
Cc1cccc(Nc2c3c(nc4ccccc24)CCC3)c1	-27.7%	-26.6	-14.4	2.3	-0.5%	10.5%	0.0%	i
O=C(COC(=O)c1ccc2ncsc2c1)Nc1cc([N+](=O)[O-])ccc1Cl	i	-17.4	-0.5	-4.3	-4.6%	-15.1%	-1.4%	i
Cc1cccc(OCC(=O)Nc2cc(C)on2)c1	i	15.9	4.8	-0.2	-5.0%	-3.7%	1.7%	i
Cc1cc(NC(=O)C(C)SCC(=O)N(C)CC(=O)Nc2ccc(F)cc2)no1 (stereo not drawn)	i	-8.4	2.6	0.1	9.8%	3.6%	-0.2%	i
CCc1cccc2cc3c(N)c(C(=O)Nc4ccc(S(=O)(=O)N5CCCC5)cc4)sc3nc12	i	-0.3	-9.5	1.3	56.2µM*	-99.7%[inhibitor]	-5.6%	i
CC(=O)Nc1ccc(S(=O)(=O)NNC(=O)CCC(=O)NCc2ccccc2)cc1	-15.2%	-16.2	0.7	-1.7	12.0%	5.4%	0.9%	i
COc1ccc(OC)c(NC(=O)COC(=O)COc2ccc(Nc3ccccc3)cc2)c1	-21.9%	-8.7	-0.2	-9.0	-4.6%	1.7%	-2.6%	i
O=C(Nc1ccccc1)c1ccc(-c2ccccc2)s1	-10.8%	2.6	4.9	1.3	-6.1%	6.8%	-13.3%	i
Cc1cc(C)cc(NC(=O)CSc2nnc(Cn3c(=O)sc4ccccc43)n2C)c1	6.4%	10.0	0.4	-3.2	19.6%	2.9%	-3.8%	i
CN(C(=O)CN1CCN(c2ccc([N+](=O)[O-])cn2)CC1)c1ccccc1	-91.6%[inhibitor]	-15.9	1.8	-1.1	4.4%	-5.7%	-0.1%	i
O=C(CSc1nc2ccc(Cl)cc2[nH]1)NC1CCCC1	i	-16.1	-7.7	1.4	-2.2%	4.5%	4.2%	i
O=C(CCN1CCCCO1)N1CCCC(Nc2ccc(F)c(F)c2)C1 (stereo not drawn)	i	-8.3	0.4	-0.1	0.3%	-4.7%	-0.5%	i
CCOC(=O)N1CCc2c(sc(NC(=O)Cc3ccccc3)c2C(=O)c2ccc(OC)cc2)C1	-15.0%	7.8	-5.6	-1.2	2.2%	-1.3%	-1.1%	i

Full records, looked up by structure. Screens in order: PTHR1 agonist, D3 antag, D3 ag, CCT chaperon mod, EPAC2 antag, EPAC2 agonist, MmCpn inh, Akt phos inh
Entry for Cc1cccc(OCC(=O)Nc2cc(C)on2)c1 : i, 15.9, 4.8, -0.2, -5.0%, -3.7%, 1.7%, i
Entry for Cc1cccc(Nc2c3c(nc4ccccc24)CCC3)c1 : -27.7%, -26.6, -14.4, 2.3, -0.5%, 10.5%, 0.0%, i
Entry for CCc1cccc2cc3c(N)c(C(=O)Nc4ccc(S(=O)(=O)N5CCCC5)cc4)sc3nc12 : i, -0.3, -9.5, 1.3, 56.2µM*, -99.7%[inhibitor], -5.6%, i
Entry for O=C(NN1C(=O)C2C3CCC(O3)C2C1=O)c1ccc(Cl)cc1 (stereo not drawn) : i, 9.9, -9.1, -1.1, 0.5%, 5.9%, 0.6%, i

The listing continues:
SMILES	PTHR1 agonist	D3 antag	D3 ag	CCT chaperon mod	EPAC2 antag	EPAC2 agonist	MmCpn inh	Akt phos inh
CC1(c2nnc(-c3ccc(F)cc3)o2)CC(c2ccc(Cl)cc2)=NO1 (stereo not drawn)	-23.8%	-24.5	-9.2	-0.1	-5.6%	12.8%	3.6%	i
Cc1cccc(NC(=S)N(Cc2ccco2)C(C)c2cccs2)c1 (stereo not drawn)	-25.6%	-6.4	2.2	-2.1	-11.0%	8.8%	0.8%	i
Cc1ccccc1NC(=O)C1CCN(C(=O)N2CCOc3ccccc32)CC1	i	-4.1	-6.7	-4.0	-4.0%	21.1%	0.2%	i
O=c1oc2cc(OCCO)ccc2c2c1CCCC2	-0.5%	4.0	-2.5	-1.3	5.5%	12.4%	2.4%	i
COc1cccc(NC(=O)COC(=O)c2c(C)noc2C)c1	i	-12.1	-2.7	-3.0	7.4%	5.1%	-2.4%	i
COc1ccc(C2C3=C(CC(C)(C)CC3=O)N(CC(=O)O)C3=C2C(=O)CC(C)(C)C3)cc1OC	-10.8%	1.3	3.6	-0.1	1.3%	1.9%	-2.8%	i

Screening results: PubChem, National Center for Advancing Translational Sciences (NCATS)
